TDP1 cell CPT = growth inhibition of DT40 Tdp1-/-;hTDP1 cells with camptothecin (screen for TDP1 inhibitors); chicken DT40 Tdp1-/-;hTDP1 cells + 20 nM CPT, ATP luminescence, 48 h; AID 686979; Potency, µM (titrated, usually from 46.2 µM), without a hit: at the top dose activity change, negative = growth inhibition, hits mostly inhibitors; hit rate 12% among 420,000; also: nearly all actives have a fitted effect of over 55% in size
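Chicken DT40 Tdp1-/- cells complemented with human TDP1, 400 cells/well, exposed to compounds plus 20 nM camptothecin for at least 48 h at 37 C; viability read as ATP content by CellTiter-Glo luminescence.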
FEN1 inhibitor = human FEN1 inhibition; Recombinant FEN1 flap cleavage, fluorescence, 15 min; P39748; hit rate 0.35% among 390,000; Potency, µM (titrated, usually from 114 µM), for inactives: at the top dose activity change, negative = inhibition, most hits filed as inhibitors; also: nearly all actives have a fitted effect of over 65% in size
Target sequence (P39748 whole entry, looked up): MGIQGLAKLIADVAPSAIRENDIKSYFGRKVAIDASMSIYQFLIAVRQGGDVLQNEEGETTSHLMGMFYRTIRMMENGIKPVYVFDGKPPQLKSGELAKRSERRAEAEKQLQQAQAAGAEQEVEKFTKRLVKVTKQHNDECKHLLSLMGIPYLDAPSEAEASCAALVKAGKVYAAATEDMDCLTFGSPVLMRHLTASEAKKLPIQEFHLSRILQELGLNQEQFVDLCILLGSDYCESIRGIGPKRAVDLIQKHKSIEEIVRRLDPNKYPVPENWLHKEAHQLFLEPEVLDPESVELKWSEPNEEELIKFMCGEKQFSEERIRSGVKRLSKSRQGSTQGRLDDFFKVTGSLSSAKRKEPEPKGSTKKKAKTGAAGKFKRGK
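FEN1 at 10 nM preincubated with compounds 15 min at room temperature, then flap DNA substrate added at 50 nM final. Signal read at 0 and 15 min; concentration-response fitted with four-parameter Hill equation.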
N370S GC = inhibits or activates N370S mutant glucocerebrosidase; P04062; N370S GC spleen homogenate, 4MU-glucoside fluorescence; Potency, µM (highest dose often 59.4 µM), inactives show top-dose activity change, negative = inhibition, usual class: inhibitors; hit rate 0.092% among 330,000; AID 2101;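 also: 0% = full enzyme activity and -100% = no enzyme basal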
Starred values were filed as active, the others as inactive; ? = inconclusive; · = no result given; & = joins results of further samples; [ ] = remark or other dose. Calls follow the shape of the dose curve; as a rule, active = well fitted curve in the direction sought with a large enough effect; inconclusive = small, poorly fitted or top-dose-only effect, or another doubt; inactive = no such curve, though single readings can be large; an effect the other way counts as inactive or inconclusive. Unless noted, % is scaled to controls: 0 for no effect and ±100 for the full control effect; potency is read from the fitted curve at half-maximal effect.

SMILES	TDP1 cell CPT	FEN1 inhibitor	N370S GC
COc1ccccc1-[n+]1c(C)cc(/C=C2\Sc3ccccc3N2C)cc1C	0.065µM*	?	-19%
CCCCOc1ccc(CNC(=O)c2cccc(NC(=O)N3CCSc4ncccc43)c2)cc1	?	-1%	·
O=C(NCC(=O)N1CCN(c2ccccc2)CC1)c1cccs1	10%	4%	0%
COc1ccc(C(=O)COC(=O)C(C(C)C)N2C(=O)C3C4C=CC(C4)C3C2=O)cc1 (stereo unspecified)	?	10%	6%
Cc1ccc(CN2CCN(/N=C/c3cc(Br)ccc3F)CC2)cc1	-2%	5%	0%
CCCC(=O)C1=C(N2CCCCC2)CC(C)(C)C(C(=O)OC)C1=O (stereo unspecified)	1%	-3%	-8%
O=C(COCc1cc(-c2ccc3c(c2)OCO3)on1)N1CCN(c2cccc(C(F)(F)F)c2)CC1	13µM*	-22%&-20%	-2%
Cc1ccc(S(=O)(=O)n2cc(C=O)c3ccccc32)cc1	?	-4%	10%
CCc1nnc(NC(=O)C2CCCN2C(=O)Nc2ccccc2OC)s1 (stereo unspecified)	0%	7%	7%
COc1ccc(C(=O)Nc2ccc(NC(=O)CSc3nnc(-c4ccncc4)n3C)cc2)cc1	-7%	0%	0%
Cc1ccc(S(=O)(=O)N2CCN(C(=O)CSc3nccn3C)CC2)cc1	-4%	-1%	-3%
Cn1nc(C(=O)OCCN2C(=O)c3ccccc3C2=O)c2ccccc2c1=O	-4%	-16%	-7%
Cc1ccc(O)c(C(=O)c2cc(C#N)c(=O)n(-c3c(C)n(C)n(-c4ccccc4)c3=O)c2)c1	-6%	1%	-3%
On1c(-c2ccccc2)nc2ncccc21	?	0%	-4%
COC(=O)c1c(NC(=O)CSc2ncn[nH]2)sc(C)c1C	-4%	-3%	-7%
Cc1ccc(CN2CCN(CC(=O)N=Nc3c(O)[nH]c4ccccc34)CC2)cc1	?	-4%	4%
O=C(CN(c1ccccc1)S(=O)(=O)c1ccccc1)NCCSCc1ccco1	-19%	-19%	-6%
O=C(COC(=O)C1(c2ccc(F)cc2)CCCC1)N1CCOCC1	12%	7%	-1%
O=C(NN=Cc1ccccc1Cl)c1ccc(-n2cnnn2)cc1	7%	-2%	·
COc1cc(NC(=O)COc2ccccc2Cl)ccc1NC(=O)c1cccs1	-3%	9%	-1%
CCCCn1c(CNC(=O)c2cccs2)nc2ccccc21	-13%	-2%	13%
CC(=O)Nc1ccc(S(=O)(=O)N2CCC3(CC2)CC(=O)c2ccccc2O3)cc1	?	-5%	-4%
COc1cc([N+](=O)[O-])cc([N+](=O)[O-])c1NC(=O)N1CCOCC1	-20%	-2%	?
CC(=O)NN1C(=O)/C(=C\c2ccc(Br)o2)SC1=S	?	-14%	3%
CS(=O)(=O)N1CCC2(CCCN(C(=O)Nc3cccc(C#N)c3)C2)CC1	-1%	·	-5%

The final three entries of the section before lead into the next.
SMILES	TDP1 cell CPT	FEN1 inhibitor	N370S GC
COc1cc([N+](=O)[O-])cc([N+](=O)[O-])c1NC(=O)N1CCOCC1	-20%	-2%	?
CC(=O)NN1C(=O)/C(=C\c2ccc(Br)o2)SC1=S	?	-14%	3%
CS(=O)(=O)N1CCC2(CCCN(C(=O)Nc3cccc(C#N)c3)C2)CC1	-1%	·	-5%
COc1ccc(S(=O)(=O)N2CCCCCC2)cc1NS(=O)(=O)c1cc(C(=O)O)cc(C)c1C	5%	-3%	·
COC(=O)Cc1csc(NC(=O)c2ccc3ncsc3c2)n1	-23%	-19%	·
Cc1nc(-c2cccc(-c3noc(C)n3)c2)no1	0%	13%	-8%
CSc1ccc(/C=N/NC(=O)c2ccccc2Cl)cc1	16µM*	-4%	-3%
OC1CCCC1NCc1ccnc2cc(Cl)ccc12 (stereo unspecified)	?	11%	·
O=C(Nc1c(C(=O)N2CCOCC2)cnn1-c1ccccc1)c1ccccc1	3%	-10%	11%[2.35 µM]
CC(C)=CCc1c(O)c(CC=C(C)C)c2occ(-c3ccc(O)cc3)c(=O)c2c1O	18µM*	-9%	?
CSC(=O)CC(=O)NC(=O)c1ccccc1	-5%	7%	1%
CCN(CC)S(=O)(=O)c1ccc(NC(=O)COC(=O)CNC(=O)C2CCCCC2)cc1	-5%	-1%	-6%
NS(=O)(=O)c1ccc(N2CCN(S(=O)(=O)Cc3ccccc3)CC2)nc1	-10%	9%	·
CC(=O)Nc1ccc(S(=O)(=O)Nc2cc(Cl)ccc2N2CCOCC2)cc1	-13%	-9%	·
COc1ccccc1N1C(=O)C2CC=CC(C)C2C1=O (stereo unspecified)	-10%	1%	-13%
O=C(Cn1ccc([N+](=O)[O-])n1)N1CCc2ccccc21	-2%	8%	-15%
CN1CCN(CCNC(=O)Nc2ccccc2[N+](=O)[O-])CC1	2%	1%	0%
O=C(NCC1CCS(=O)(=O)C1)NCC1CCS(=O)(=O)C1 (stereo unspecified)	-1%	-8%	-38%
c1ccc2oc(SCc3cn4ccccc4n3)nc2c1	-10%	2%	9%
COc1ccc(S(=O)(=O)N2CCC(C(=O)NCCC(=O)Nc3cccc(Cl)c3)CC2)cc1	?	?	-27%
CC(C)C(=O)NC(c1cccc([N+](=O)[O-])c1)c1c(O)ccc2ccccc12 (stereo unspecified)	4%	-6%	4%
COCCN(C(=O)Nc1ccc(OC)cc1OC)C1CCN(C(C)C)CC1	-2%	-4%	-5%
Cc1ccc(C)c(Cn2c(=O)n(C(C)C)c(=O)c3oc4ccccc4c32)c1	9%	-3%	·
CCOC(=O)N1CCN(Cc2nc3c(c(=O)n(C)c(=O)n3C)n2CCCc2ccccc2)CC1	?	-8%	0%
COc1ccccc1-c1nnc2sc(COc3ccc(Cl)cc3Cl)nn12	?	-24%	-16%
CCOC(=O)c1cnn(-c2ccccc2)c1NC(=O)c1ccccc1C	-19%	16%	2%
Cc1cc(C)c2c(N)c(C(=O)Nc3nccs3)sc2n1	-30%	-19%	-33%
CCn1cnc2c(=O)oc3ccc(S(=O)(=O)Nc4ccc(OC)cc4)cc3c21	?	9%	·

Whole records, quoted from the list:
CCCCOc1ccc(CNC(=O)c2cccc(NC(=O)N3CCSc4ncccc43)c2)cc1 is listed with TDP1 cell CPT: ?; FEN1 inhibitor: -1%; N370S GC: ·
Cn1nc(C(=O)OCCN2C(=O)c3ccccc3C2=O)c2ccccc2c1=O is listed with TDP1 cell CPT: -4%; FEN1 inhibitor: -16%; N370S GC: -7%

Single entries from above:
In FEN1 inhibitor, COc1ccccc1N1C(=O)C2CC=CC(C)C2C1=O (stereo unspecified) is entered as 1%
In FEN1 inhibitor, CCn1cnc2c(=O)oc3ccc(S(=O)(=O)Nc4ccc(OC)cc4)cc3c21 is entered as 9%
In FEN1 inhibitor, CSc1ccc(/C=N/NC(=O)c2ccccc2Cl)cc1 is entered as -4%
In TDP1 cell CPT, CSC(=O)CC(=O)NC(=O)c1ccccc1 is entered as -5%
In N370S GC, c1ccc2oc(SCc3cn4ccccc4n3)nc2c1 is entered as 9%

Additional compounds
SMILES	TDP1 cell CPT	FEN1 inhibitor	N370S GC
CCc1cccc(CC)c1NC(=O)CSc1nc2ccc(N3C(=O)C4C5C=CC(C5)C4C3=O)cc2s1 (stereo unspecified)	21µM*	0%	-2%
O=C1CCN(Cc2ccccc2)CCN1[C@H](COc1ccccc1)Cc1ccccc1	21µM*	-7%&-27%	-4%
O=C(N/C(=C\c1cccc([N+](=O)[O-])c1)C(=O)N1CCOCC1)c1ccc([N+](=O)[O-])cc1	3%	3%	-11%
COc1ccc(/C=N/Nc2ncnc3scc(-c4ccccc4)c23)cc1OC	?	?	9%
COc1cc2c(cc1NC(=O)COc1ccc(Br)c(C)c1)oc1ccccc12	1%	-12%	·
CCCCn1c(N)c(-c2nc3ccccc3o2)c2c([N+](=O)[O-])nn(C)c(=O)c21	0%	?	18%
COc1ccc(S(=O)(=O)c2c(O)c3ccc(C(=O)NCc4ccc(Cl)cc4)cc3[nH]c2=O)cc1	7%	-10%	·
COC(=O)[C@@H]1C[C@]2(OC(=O)c3ccccc3)C=CC(=O)C[C@@H]2N1C(=O)OCc1ccccc1	6.5µM*	0%	11%
Clc1ccc(C2=Nn3c(Cn4nnc5ccccc54)nnc3SC2)cc1	-27%	0%	4%
COCCNc1c2c(c(C#N)c3nc4ccccc4n13)CCCC2	26µM*	-2%	?
CCSc1cc(N2CCCC2)nc(-c2ccc(F)cc2)n1	2%	-5%	-5%
C/C=C(\C)C(=O)OC(C)(C)[C@H]1Cc2cc3ccc(=O)oc3cc2O1	23µM*	5%	?
COc1cc(C(=O)Nc2ccc(NC(=O)C3CC3)nc2)cc(OC)c1OC	-1%	-5%	-5%
CC(=O)c1cc2c(cc1NS(=O)(=O)c1ccccc1Br)OCO2	-7%	4%	-5%
Cc1n[nH]c(=O)c2c(NC(=O)CSc3nnc(-c4ccncc4)n3C)oc(C)c12	-2%	0%	-12%
CC1(C)CC(=O)C2=C(C1)Nc1ncnn1C2c1ccccn1 (stereo unspecified)	10%	-5%	-4%
COc1ccc(Cl)cc1NC(=O)CN(C)C(=O)Cc1ccsc1	10%	7%	2%
COc1cccc(-c2nnc(Nc3nc4c(F)cccc4s3)o2)c1	21µM*	?	6%
COC(=O)c1sc(S(=O)(=O)N2CCN(c3ccc(OC)cc3)CC2)c(C(=O)OC)c1C	-6%&-22%	37%&2%[activator]	29%
COc1ccc(N2C(=O)c3ccc(C(=O)Nc4ccccc4OC)cc3C2=O)cc1	-6%	12%	5%
CCOc1ccccc1N(C)C(=O)c1nn(-c2ccc(OC)cc2OC)c(=O)c2ccccc12	-29%	-2%	-2%
COc1cccc(C(=O)Nc2ccc(C(=O)OCc3cc(=O)n4nc(C5CC5)sc4n3)cc2)c1	-7%	0%	·
Cc1ccc(N=Nc2c(N)nn3c(C)cc(C)nc23)cc1	?	2%	-4%
CCOc1ccc(S(=O)(=O)NCCC(=O)N2CCCN(C)CC2)cc1	-2%	0%	-2%
Nc1ccc(S(=O)(=O)N2CCOCCOCCOCCOCCOCC2)cc1	-1%	-1%	1%
COC(=O)Cc1cc(C)cc2c(=O)cc(-c3ccoc3)oc12	-23%	3%	·
COc1cc2c(cc1OC)CN(C(=O)c1cc(Cl)nc(Cl)c1)CC2	?	12%	-11%
CCOC(=O)c1cnc(SCc2nc(N)nc(Nc3ccc(F)cc3)n2)nc1N	?	-2%	20%
O=C(CCN1C(=O)c2ccccc2C1=O)NCCC1=CCCCC1	-15%	10%	3%
CN(CCc1ccccn1)C(=O)c1ccc(OC2CCN(Cc3ccccn3)CC2)cc1	-3%	-6%	-22%

Source: PubChem BioAssay

Some of the compounds tested, so the mix of outcomes need not match the whole.
